Neddyl block = inhibitors of cullin neddylation, primary screen, biochemical, TR-FRET, uHTS, NAE and Ubc12; calls only at 25 µM; NEDD8-conjugating enzyme Ubc12 (Homo sapiens) + NEDD8-activating enzyme E1 regulatory …; 0.58% of 360,000 active; in the data active means inhibition above about 36%
E coli Lon inh = inhibitors of E. coli Lon protease, primary screen, biochemical, fluorescence polarization. 0.42% of 360,000 active. purified E. coli Lon protease. inhibition, % at 7.94 µM. P0A9M0. AID 602123, 2011; in the data active means inhibition above about 13%, passing the limit was not always enough;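 further: 0% = enzyme with probe and DMSO and 100% = no enzyme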
MsrA inhibitor = bovine MsrA enzyme inhibitors, primary screen, biochemical, absorbance, HTS; purified bovine MsrA, absorbance read-out; 0.75% of 360,000 active; AID 651718, 2012; Methionine sulfoxide reductase A (Bos taurus); inhibition, % at 15.5 µM; in the data active means inhibition above about 4.5%;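 further: 0% = vehicle wells with enzyme and 100% = reference inhibitor wells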
Tb MetRS inh = T. brucei MetRS inhibitors, primary screen, biochemical, luminescence. methionyl-tRNA synthetase (Trypanosoma brucei brucei). purified T. brucei MetRS, ATP depletion, Kinase-Glo luminescence. inhibition, % at 11.9 µM. 0.4% of 360,000 active;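 active means inhibition above a per-plate cutoff of the control wells' mean inhibition plus 3 SD, cut at about 5.5% in these data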;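 further: 0% = DMSO wells median and 100% = median of wells with control inhibitor compound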
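technique = Kinase-Glo luminescence, ATP depletion format | system = purified MetRS (methionyl-tRNA synthetase) enzyme from Trypanosoma brucei | timing = 15 min preincubation, 2 h reaction, all 25 °C | evaluation = percent inhibition versus plate control medians | dosing = single dose, 11.9 µM final nominal, 0.9% final DMSO | also added = substrates ATP, L-methionine and bulk Escherichia coli tRNA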
MLLE-PAM2 inh = inhibitors of PABP1 MLLE–PAM2 peptide binding, primary screen, biochemical, fluorescence polarization, FITC-PAM2, GST-MLLE; inhibition, % at 20 µM; Polyadenylate-binding protein 1 (Homo sapiens), P11940; 0.36% of 360,000 active; in the data active means inhibition above about 35%, passing the limit was not always enough;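 further: plate controls were DMSO wells with GST-MLLE for no effect and wells lacking GST-MLLE protein for full effect; some results filed as inactive read as strong as hits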
Target sequence (P11940 whole entry, looked up): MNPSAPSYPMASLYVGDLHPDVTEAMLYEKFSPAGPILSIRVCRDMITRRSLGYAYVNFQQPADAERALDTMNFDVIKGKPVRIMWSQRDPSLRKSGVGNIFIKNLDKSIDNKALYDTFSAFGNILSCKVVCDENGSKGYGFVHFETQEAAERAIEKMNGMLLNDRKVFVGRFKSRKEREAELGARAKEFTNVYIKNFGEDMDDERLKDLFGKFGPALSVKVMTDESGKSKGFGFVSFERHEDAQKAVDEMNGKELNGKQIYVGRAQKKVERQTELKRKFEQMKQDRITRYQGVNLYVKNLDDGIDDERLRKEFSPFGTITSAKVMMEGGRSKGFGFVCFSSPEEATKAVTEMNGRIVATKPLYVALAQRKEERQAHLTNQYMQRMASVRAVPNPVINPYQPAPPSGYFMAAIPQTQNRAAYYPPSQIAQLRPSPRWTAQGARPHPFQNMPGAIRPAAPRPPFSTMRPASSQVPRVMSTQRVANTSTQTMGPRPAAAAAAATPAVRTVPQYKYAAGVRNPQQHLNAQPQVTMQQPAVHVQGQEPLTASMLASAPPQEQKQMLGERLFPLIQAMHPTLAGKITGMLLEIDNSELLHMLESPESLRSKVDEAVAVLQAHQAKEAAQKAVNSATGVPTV
FAS TE block = FAS thioesterase domain inhibitors, primary screen, biochemical, fluorescence intensity, uHTS; recombinant FAS-TE, OMFH fluorogenic substrate, fluorescence endpoint; Fatty acid synthase (Homo sapiens), P49327; inhibition, % at 15 µM; 0.67% of 360,000 active;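 active means compounds whose normalised, plate-corrected inhibition of enzyme fluorescence in the single-dose primary screen is 50% or more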;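 further: 0% = DMSO with enzyme and 100% = substrate without enzyme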
CSN deneddyl inh = inhibitors of CSN-mediated cullin deneddylation, primary screen, biochemical, fluorescence polarization, uHTS. Purified CSN, SCF-Nedd8-OG deneddylation. COP9 signalosome complex subunit 5 (Homo sapiens), Q92905. inhibition, % at 12.5 µM. 0.38% of 360,000 active. AID 651999, 2013;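 active means pattern-corrected inhibition above about 35%, with an unprinted fluorescence ratio check between 0.5 and 1.5, limit read from the data, passing the limit was not always enough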;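 further: 0% = enzyme with substrate and 100% = substrate without enzyme; some results filed as inactive read as strong as hits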
Target sequence (Q92905 whole entry, looked up, one chain of several): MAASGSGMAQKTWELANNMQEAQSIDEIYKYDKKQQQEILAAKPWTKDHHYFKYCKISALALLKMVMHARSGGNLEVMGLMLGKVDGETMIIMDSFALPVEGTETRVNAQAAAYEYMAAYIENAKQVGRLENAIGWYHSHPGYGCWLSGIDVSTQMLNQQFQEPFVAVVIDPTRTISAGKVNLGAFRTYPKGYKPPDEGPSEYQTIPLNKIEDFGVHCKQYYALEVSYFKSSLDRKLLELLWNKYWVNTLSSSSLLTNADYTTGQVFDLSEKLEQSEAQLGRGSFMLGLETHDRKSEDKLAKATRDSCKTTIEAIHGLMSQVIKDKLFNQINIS
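Assay system: HEK293T-derived human Csn5 enzyme; quantity: 0.24 nM enzyme; medium: Tris/NaCl/DTT buffer, pH 7.5; also added: substrate SCFSkp2-Nedd8OG, 10 nM; doses: 12.5 µM compound; schedule: 90 min reaction at room temperature; signal: FP; read-out: % inhibition of substrate cleavage by Csn5; benchmarks: substrate-only high control, full reaction low control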
Rin1 Abl inh = inhibitors of Rin1-Abl protein binding, primary screen, biochemical, TR-FRET. inhibition, % at 7.35 µM. 0.4% of 360,000 active; in the data active means inhibition above about 5%, passing the limit was not always enough
bovine MsrA act = bovine MsrA enzyme activators, primary screen, biochemical, absorbance, HTS | AID 602163, 2012 | Methionine sulfoxide reductase A (Bos taurus) | activation, % at 10.6 µM | 0.3% of 360,000 active | purified bovine MsrA, absorbance read-out; in the data active means activation above about 7.5%;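 further: 0% = vehicle and 100% = reference activator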
Numbers without * were called inactive; i = inactive; . = not tested or not shown.

SMILES	Neddyl block	E coli Lon inh	MsrA inhibitor	Tb MetRS inh	MLLE-PAM2 inh	FAS TE block	CSN deneddyl inh	Rin1 Abl inh	bovine MsrA act
NC(=O)CSc1nnc(NC(=O)c2cccc(S(=O)(=O)N3CCCCC3)c2)s1	i	4.0	1.9	-0.3	0.4	-2.7	-11.4	-3.6	-4.4
Cc1cc(C)nc(/N=C(\N)Nc2ccc(OCc3ccccc3)cc2)n1	i	-9.5	-0.3	-0.5	8.7	-78.8	-13.6	2.0	-2.8
Cc1ccc(-n2c(CCc3ccccc3)n[nH]c2=S)cc1C	i	8.3	-1.6	-0.7	11.4	3.7	-1.2	-4.9	-3.6
Cc1ccccc1C(=O)NNC(=O)C1CCN(c2ncccn2)CC1	i	1.0	-0.8	0.5	-1.5	-2.8	-5.4	0.3	-2.6
Cc1cc2c(c(/C=C/C(=O)c3ccccc3)c1)OC1(C=C2)Oc2ccccc2C(=O)N1C (configuration not stated)	i	7.3	0.3	-0.4	-12.1	19.9	1.2	2.0	-1.4
O=C(CN1C(=O)COc2ccc(S(=O)(=O)N3CCCCC3)cc21)NCc1ccc(Cl)cc1	i	3.4	-1.5	0.7	-11.3	20.9	1.0	-2.0	1.0
O=C(CSc1nnc(-c2ccccn2)n1Cc1ccccc1)N1CCOCC1	i	-5.8	-0.8	-0.9	10.8	-9.5	3.0	5.3	-4.8
CSc1nsc(SC)c1NC(=O)N1CCCC1	i	-0.6	-0.6	-1.0	36.1	-3.9	-4.6	-0.8	-6.1
Cc1ccc(NC(=O)CSCC(N)=O)cc1C	i	2.8	-0.1	-0.2	-1.9	-8.1	-0.3	-1.1	0.8
CCOC(=O)C1(Cc2ccccc2Cl)CCN(C(=O)c2cnccn2)CC1	i	-4.8	1.6	0.3	-1.3	-3.7	2.2	1.4	-0.2
O=C(Cc1ccc(S(=O)(=O)N2CCOCC2)s1)NCCC(c1ccccc1)c1ccccc1	i	12.3	0.8	-0.2	-7.1	14.1	3.1	1.0	-1.9
CN(C)CCNc1nc2sc3c(c2c(=O)n1-c1ccccc1)CCCCC3	i	2.2	1.0	-0.2	-8.1	-2.9	2.2	1.3	-2.7
COc1nnc(-c2ccc(N3CCOCC3)c(NC(=O)C3CCCCC3)c2)c2ccccc12	i	-0.7	-0.4	-0.6	6.9	7.4	1.6	0.7	-8.9
CCc1nnc2n1N=C(c1ccc(Cl)cc1)CS2	i	-4.7	-0.4	0.5	-7.0	-2.3	3.7	1.3	-3.8
Cc1onc(-c2c(F)cccc2Cl)c1C(=O)Nc1nnc(C2CC2)s1	i	-8.8	0.3	0.2	-12.1	-5.9	-1.1	2.1	-0.4
O=c1[nH]c2ccc(S(=O)(=O)Nc3ccc(Cl)cc3)cc2[nH]1	i	0.4	0.6	0.6	-3.4	0.0	3.7	0.2	-2.7
Cc1cccc(S(=O)(=O)N(C)C[C@@H]2OCc3cnnn3CCCC(=O)N([C@@H](C)CO)C[C@@H]2C)c1	i	-5.0	0.1	-0.1	-9.6	-6.0	6.3	0.6	-1.1
Cc1cc(=O)oc2cc(OC(=O)CCCCCN3C(=O)c4ccccc4C3=O)ccc12	.	-6.9	-0.5	-0.1	14.8	27.8	1.3	-6.2	0.4
CN1CCN(CCCNC(=O)Cn2nc(-c3ccccc3)ccc2=O)CC1	i	8.8	0.5	-0.8	-0.6	-7.8	-0.2	4.3	-6.6
Cc1ccc(C(=O)N/C(=C/c2cn(-c3ccccc3)nc2-c2ccccc2)C(=O)O)cc1	i	1.0	0.7	-1.1	-3.1	-4.8	-1.9	0.4	-8.8
O=C(/C=C/c1ccc(S(=O)(=O)N2CCOCC2)cc1)NC(CO)C(O)c1ccc([N+](=O)[O-])cc1 (configuration not stated)	i	-7.1	1.0	0.2	5.7	2.9	0.2	-2.2	-6.5
CC(=O)N1CCN(c2ccc(S(=O)(=O)N3CCCCC3)cn2)CC1	i	-7.0	2.2	-1.3	-28.2	-8.2	1.5	-3.5	-13.4
O=C(CCN1C(=O)c2ccccc2C1=O)N1CCN(Cc2ccccc2)CC1	i	4.4	0.1	-1.6	-10.7	-8.2	0.2	2.6	-13.1
O=C(NNC(=O)c1ccccc1O)c1ccc(NS(=O)(=O)c2ccc(F)cc2)cc1	i	6.1	0.9	-0.6	-0.2	5.9	-2.9	-0.9	-7.8
c1ccc(-c2csc(NC3=NCCCCC3)n2)cc1	i	1.4	-1.0	-0.5	-6.9	-9.9	1.2	1.9	-5.5
The listing continues:
SMILES	Neddyl block	E coli Lon inh	MsrA inhibitor	Tb MetRS inh	MLLE-PAM2 inh	FAS TE block	CSN deneddyl inh	Rin1 Abl inh	bovine MsrA act
Cc1ccccc1-c1nc(S(=O)(=O)c2ccccc2)c(NCCN2CCOCC2)o1	i	6.4	1.1	-0.3	6.3	-2.0	3.5	3.1	-3.1
O=C(COC(=O)c1ccc2ccccc2n1)Nc1ccccc1Br	i	-7.1	-0.4	0.0	10.1	-5.0	1.5	-4.9	-1.6
CCNC(=S)Nc1ccc2c(c1)c(=O)n(C)n2-c1ccc(C(C)(C)C)cc1	.	8.2	1.1	-0.3	-50.1	-13.8	-1.1	1.6	3.7
COc1ccc(-c2ccc(CCC(=O)O)n2-c2cc(OC)ccc2OC)cc1	i	-20.3	1.1	-0.2	1.8	-11.8	2.7	-0.3	-4.6
CCCCN(C1CCS(=O)(=O)C1)S(=O)(=O)c1ccc(C(C)C)cc1 (configuration not stated)	i	-4.6	-0.1	-0.4	-0.9	15.5	2.0	-0.9	-0.5
COc1ccc(C2(C(=O)Nc3ccc(C(=O)N4CCOCC4)cc3)CCOCC2)cc1	i	-1.6	-1.7	0.1	3.9	-6.1	-2.4	0.5	-3.8
CCC(Oc1ccccc1OC)C(=O)Nc1ccc2c(c1)n(C)c(=O)n2C (configuration not stated)	i	-8.5	-0.7	-2.1	4.7	-2.9	0.2	1.4	-2.3
O=C(O)CC1c2ccccc2CCN1S(=O)(=O)c1ccccc1 (configuration not stated)	i	-6.4	-0.8	-0.3	-3.3	-7.0	5.3	-0.5	-1.6
CCOc1ccc(S(=O)(=O)N2CCN(C(=O)c3cc4c(s3)CCCC4)CC2)cc1	i	-0.1	-1.4	-0.2	-2.0	30.8	1.6	-5.1	-0.3
O=C(CSC1=N/C(=C/c2ccco2)C(=O)N1c1ccc(OC(F)F)cc1)NC1CCS(=O)(=O)C1 (configuration not stated)	i	-2.7	1.4	-0.3	10.0	-6.7	3.0	-2.2	-3.1
CCC(C)NS(=O)(=O)c1ccc(S(=O)(=O)Nc2cc3c(cc2C(C)=O)OCO3)cc1 (configuration not stated)	i	8.4	0.8	-0.1	1.6	8.1	4.0	-0.4	-2.2
COC(=O)CSc1nnc(-c2ccc(S(=O)(=O)NCc3cccs3)cc2)o1	i	-1.3	-0.5	0.0	-1.3	-0.3	-0.6	2.4	-0.8
Cc1cccn2c(=O)c3cc(C(=O)NC(C)c4ccccc4)c(=N)n(CCCn4ccnc4)c3nc12 (configuration not stated)	.	0.2	-0.7	-0.3	-9.2	-10.2	-6.6	-5.6	-1.8
NS(=O)(=O)c1cccc(NC(=O)COC(=O)CCN2C(=O)c3ccccc3C2=O)c1	i	-4.5	-1.2	-0.2	2.3	-9.0	-1.7	1.5	-3.8
COc1ccc(Cn2nnnc2C(c2ccccc2)N2CCN(C3CCCC3)CC2)cc1 (configuration not stated)	i	-0.2	-0.8	0.0	4.7	-3.9	-0.5	-1.6	-10.0
Cc1nnc(NC(=O)c2ccccc2NC(=O)c2ccccc2)s1	i	8.8	-0.1	-0.2	2.6	-0.6	106.7	1.5	-1.2
CCC(=O)N1c2ccc(S(=O)(=O)N3CCN(c4ccccc4Cl)CC3)cc2CC1C (configuration not stated)	i	11.4	2.1	-0.3	8.1	32.5	-0.9	0.5	-4.5
Cc1nnc(SCC(=O)NCCOc2ccc(Cl)cc2)n1-c1ccccc1	i	-6.5	1.2	0.0	14.8	-3.6	-4.5	-3.0	-4.6
Nc1c(C(=O)NC2CCCCC2)nsc1C(=O)OCC(=O)NC1CCCCC1	i	8.1	0.6	-0.8	2.8	-2.5	-1.5	2.4	-0.1
O=C(c1ccc(F)cc1)c1cnc(Nc2ccccc2)s1	i	4.5	-0.3	-0.2	-39.2	1.5	4.0	-1.3	-3.5
COCCCNC(=O)CS(=O)(=O)Cc1nc(-c2ccccc2C)oc1C	i	-2.5	0.1	0.7	11.0	-7.6	0.8	-0.4	-3.3
CC(=O)C1=C(C)NC(SCC(N)=O)=C(C#N)C1c1ccco1 (configuration not stated)	i	3.4	-0.4	-0.3	15.0	-6.8	8.8	0.0	-7.5
COc1ccccc1CNC(=O)CN1C(=O)c2cccc(N)c2C1=O	.	-1.6	0.6	1.2	27.1	-3.5	-3.5	-1.4	-1.1
CCCC(=O)N1CCCC1(C)C(=O)Nc1cc(C)ccc1C (configuration not stated)	i	-1.9	-1.2	-0.3	-1.5	-7.1	-1.1	1.1	-3.9
Cc1c(O)ccc2c(CN3CCN(C/C=C/c4ccccc4)CC3)cc(=O)oc12	.	5.4	-0.1	-0.1	0.2	3.1	3.5	-3.3	-2.0
Cc1cc(C)cc(NC(=O)Cn2nnc(C(=O)NCc3cccs3)c2N)c1	i	-8.4	0.0	-0.2	9.0	-0.1	7.0	-3.1	-1.6
CC(C)(C)C(=O)NC1(C(F)(F)F)NC(=O)N(c2ccc(F)cc2)C1=O (configuration not stated)	i	2.6	2.4	-0.2	-8.1	0.3	-4.3	4.0	-3.9
COC1=C(Br)C(=O)c2nc(C)ccc2C1=O	i	18.3	1.6	-0.1	34.9	7.3	14.2	0.5	-0.1
O=C(Nc1ccc(S(=O)(=O)N2CCOCC2)cc1)c1ccc2ncsc2c1	i	3.8	0.1	0.0	-4.3	-6.5	0.6	-2.8	-2.9
COc1ccc(C(C)=O)cc1COC(=O)c1ccc2c(c1)OCCO2	i	-5.3	0.1	0.0	-3.5	9.7	4.1	1.4	-1.7

An excerpt from above in order of molar mass, rising.
SMILES	Neddyl block	E coli Lon inh	MsrA inhibitor	Tb MetRS inh	MLLE-PAM2 inh	FAS TE block	CSN deneddyl inh	Rin1 Abl inh	bovine MsrA act
COc1ccc(C(C)=O)cc1COC(=O)c1ccc2c(c1)OCCO2	i	-5.3	0.1	0.0	-3.5	9.7	4.1	1.4	-1.7
CCCCN(C1CCS(=O)(=O)C1)S(=O)(=O)c1ccc(C(C)C)cc1 (configuration not stated)	i	-4.6	-0.1	-0.4	-0.9	15.5	2.0	-0.9	-0.5
Cc1cc(C)cc(NC(=O)Cn2nnc(C(=O)NCc3cccs3)c2N)c1	i	-8.4	0.0	-0.2	9.0	-0.1	7.0	-3.1	-1.6
O=C(COC(=O)c1ccc2ccccc2n1)Nc1ccccc1Br	i	-7.1	-0.4	0.0	10.1	-5.0	1.5	-4.9	-1.6
Cc1c(O)ccc2c(CN3CCN(C/C=C/c4ccccc4)CC3)cc(=O)oc12	.	5.4	-0.1	-0.1	0.2	3.1	3.5	-3.3	-2.0

Assay outcomes: PubChem BioAssay, several laboratories
